Screening data as filed in PubChem.
hIAP block – blocks human intestinal alkaline phosphatase | 330,000 compounds, 0.12% hits | AID 2544 | inhibition, % at 10 µM | purified IAP, CDP-Star luminescence, 30 min;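 active means inhibition reaching a set limit with compound at 10 µM in the primary screen, cut at about 35% in these data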;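 further: plate controls were DMSO wells with enzyme for no effect and no-enzyme buffer wells for full effect; values of inactives mirror those of a sister screen read the other way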
ATG4B inh – blocks human ATG4B protease cleavage of LC3 substrate; Q9Y4P1; ATG4B cleavage of LC3-PLA2, NBD-HPC fluorescence, 1 h; inhibition, % at 8.33 µM; 340,000 compounds, 0.51% hits; AID 504462; in the data active means inhibition above about 40%
tim10-1 inh – tim10-1 yeast growth inhibition. S. cerevisiae tim10-1 ts strain growth, BacTiter-Glo, 24 h. inhibition, % at 20 µM. 330,000 compounds, 2.2% hits;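 active means inhibition of at least 40%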;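 further: mutant grown at 25 °C; 0% = DMSO wells with yeast and 100% = wells holding no yeast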
hIAP act – human IAP activation | P09923 | purified human IAP, CDP-Star luminescence, 30 min; active compounds read high; 1 = vehicle-only enzyme, 0 = enzyme-free background | activation factor at 10 µM | 330,000 compounds, 0.16% hits | AID 2524;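 active means activation factor of the enzyme at least 2-fold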; further: the source names both 10 and 20 µM as test concentration; values of inactives mirror those of a sister screen read the other way
NLRP3 yeast inh – NALP3 inhibition in yeast | 330,000 compounds, 0.39% hits | Yeast reconstituted NLRP3/ASC/caspase-1, beta-gal luminescence, 24 h | inhibition, % at 10 µM;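 active means inhibition of 50% or more; inactive means inhibition below 50%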;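 further: plate controls were induced DMSO wells for no effect and uninduced yeast grown without galactose for full effect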
mIAP activ – mouse IAP activation; muIAP, CDP-Star luminescence, 30 min; active compounds read high; 1 = vehicle-only enzyme signal, 0 = enzyme-free wells; activation factor at 10 µM; 330,000 compounds, 0.24% hits;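 active means activation factor of at least 2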; further: the source names both 10 and 20 µM as test concentration; values of inactives mirror those of a sister screen read the other way
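System: Mouse IAP enzyme | Also added: CDP-Star substrate | Dosing: Compounds dispensed in DMSO | Schedule: 30 min enzyme-substrate-compound incubation at room temperature | Technique: Chemiluminescence readout | Control set: DMSO-only wells and no-enzyme negative control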
Apaf-1 inh – human Apaf-1 inhibition; O14727; reconstituted apoptosome caspase-3 activity, DEVD-Rh110 fluorescence; inhibition, % at 20 µM; 330,000 compounds, 0.71% hits; AID 489030; active means inhibition of at least 40% at 20 µM;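 further: plate controls were DMSO wells for no effect and DEVD-CHO caspase inhibitor wells for full effect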
Target sequence (O14727 whole entry, looked up): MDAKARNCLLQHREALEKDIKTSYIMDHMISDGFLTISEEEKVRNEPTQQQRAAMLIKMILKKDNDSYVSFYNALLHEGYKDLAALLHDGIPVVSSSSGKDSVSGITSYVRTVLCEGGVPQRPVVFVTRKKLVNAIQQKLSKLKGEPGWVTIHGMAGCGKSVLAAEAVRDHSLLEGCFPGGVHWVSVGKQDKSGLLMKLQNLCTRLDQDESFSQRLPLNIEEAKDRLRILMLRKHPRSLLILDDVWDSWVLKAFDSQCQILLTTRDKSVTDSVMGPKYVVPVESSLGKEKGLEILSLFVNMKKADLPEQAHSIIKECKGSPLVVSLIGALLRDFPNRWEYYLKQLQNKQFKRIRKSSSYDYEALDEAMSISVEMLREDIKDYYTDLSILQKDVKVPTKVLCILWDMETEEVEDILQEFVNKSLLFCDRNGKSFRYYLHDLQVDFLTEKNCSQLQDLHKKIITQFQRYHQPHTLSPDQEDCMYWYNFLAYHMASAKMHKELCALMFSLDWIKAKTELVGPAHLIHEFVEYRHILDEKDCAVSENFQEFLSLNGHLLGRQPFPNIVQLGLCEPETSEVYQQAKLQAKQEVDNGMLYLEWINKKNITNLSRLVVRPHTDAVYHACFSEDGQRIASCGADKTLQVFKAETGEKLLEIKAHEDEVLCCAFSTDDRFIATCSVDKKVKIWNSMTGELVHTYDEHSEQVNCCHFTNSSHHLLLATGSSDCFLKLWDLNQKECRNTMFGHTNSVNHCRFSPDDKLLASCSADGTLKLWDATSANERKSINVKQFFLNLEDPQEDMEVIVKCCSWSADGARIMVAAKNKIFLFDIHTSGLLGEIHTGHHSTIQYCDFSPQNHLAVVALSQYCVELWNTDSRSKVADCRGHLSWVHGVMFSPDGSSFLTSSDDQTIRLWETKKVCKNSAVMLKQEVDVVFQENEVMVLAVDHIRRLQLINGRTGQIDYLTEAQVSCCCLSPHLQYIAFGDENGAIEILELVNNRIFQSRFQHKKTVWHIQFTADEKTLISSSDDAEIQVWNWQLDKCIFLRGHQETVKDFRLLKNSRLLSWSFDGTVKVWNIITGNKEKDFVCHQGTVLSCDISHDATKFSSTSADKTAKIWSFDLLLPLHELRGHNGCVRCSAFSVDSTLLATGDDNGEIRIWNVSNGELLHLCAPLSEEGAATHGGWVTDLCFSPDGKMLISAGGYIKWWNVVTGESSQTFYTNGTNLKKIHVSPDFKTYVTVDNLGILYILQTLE
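Material: reconstituted apoptosome with Apaf-1, cytochrome c, caspase-9, procaspase-3, dATP; medium: pH 7.5 Hepes buffer with CHAPS, BSA, DTT; also added: cytochrome c and DEVD-Rh110 substrate; timing: 30 min plus 50 min, RT; signal: Rh110 fluorescence intensity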
TIM10 inh – inhibits growth of TIM10 yeast strain; S. cerevisiae TIM10 strain growth, BacTiter-Glo luminescence, 24 h; inhibition, % at 10 µM; 330,000 compounds, 1.4% hits;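 active means inhibition of 40% or more at the single tested concentration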;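 further: wild-type TIM10 isogenic control strain grown at permissive 25 °C; 0% = DMSO yeast wells and 100% = minimal medium wells without yeast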
mIAP inh – blocks mouse intestinal alkaline phosphatase; inhibition, % at 10 µM; AID 2806; 330,000 compounds, 0.2% hits; purified mouse IAP, CDP-Star luminescence, 30 min;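 active means inhibition of at least 40% at 10 µM in the primary screen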;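 further: plate controls were DMSO with enzyme for no effect and no enzyme wells for full effect; values of inactives mirror those of a sister screen read the other way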
* marks the source's active call; other numbers are inactive results.

SMILES	hIAP block	ATG4B inh	tim10-1 inh	hIAP act	NLRP3 yeast inh	mIAP activ	Apaf-1 inh	TIM10 inh	mIAP inh
O=C(CSc1n[nH]c(-c2cccnc2)n1)Nc1ccccc1[N+](=O)[O-]	4	-12	-29	0.96	7	0.95	-2	5	5
COc1ccc(-c2cn3c(C)c(C(=O)NCc4ccc5c(c4)OCO5)sc3n2)cc1	0	-6	1	1	1	0.96	8	4	4
Nc1nnc(CC(=O)N/N=C/c2ccc(-c3ccc(F)cc3)o2)s1	2	-1	0	0.98	16	0.88	6	-6	12
CCn1nnnc1NCc1ccc(OCc2ccc(F)cc2Cl)c(OC)c1	1	-14	22	0.99	6	1.1	4	-5	-6
O=C(CSc1nnc(NC(=O)c2c(F)cccc2F)s1)Nc1ccc(F)cc1	1	-7	-1	0.99	17	1.1	5	-5	-12
Cc1ccc(SCc2nc(-c3ccncc3)no2)cc1	-17	-4	-13	1.2	5	1	8	4	0
O=C(NC(=S)Nc1ccc(F)cc1)C1CCCCC1	-7	4	23	1.1	27	1	1	15	-2
COC(=O)[C@@]12CCCCN1[C@H](c1ccc(-c3ccc(OC)cc3)c(OC)c1)[C@@H]1C(=O)N(C)C(=O)[C@@H]12	7	-11	10	0.93	-1	0.95	13	17	4
COc1ccc(/C=C2\Oc3cc(OC(=O)N4CCOCC4)ccc3C2=O)c(OC)c1	-26	-13	23	1.3	6	0.9	-1	22	10
COCCCNC(=O)CSc1nc2c(sc(=S)n2-c2cc(Cl)ccc2OC)c(=O)[nH]1	11	1	8	0.89	-8	0.99	0	6	1
OC(CNCc1ccc(Cl)c(Cl)c1)c1ccccc1 (centres undefined)	-11	40	6	1.1	6	0.95	-10	4	5
CN(C(=O)COC(=O)c1ccc2c(c1)NC(=O)CS2)C1CCS(=O)(=O)C1 (centres undefined)	-13	-11	14	1.1	-12	0.97	11	-19	3
CC1(C)Cc2ccccc2C(/C(=N/O)C(N)=O)=N1	-13	13	-3	1.1	9	1	-28	4	-1
COc1ccc(CCN2CC(C(=O)N(C)Cc3ccc4nsnc4c3)CCC2=O)cc1 (centres undefined)	-3	-9	9	1	16	0.98	5	9	2
CCCC(=O)Nc1ccc(OCC(O)CNC(C)C)c(C(C)=O)c1 (centres undefined)	-21	2	15	1.2	19	1.1	5	-5	-7
COc1ccc(C(=O)Nc2ccc(OC)c([N+](=O)[O-])c2)cc1Br	0	-21	12	1	4	0.86	-13	11	14
CCOC(=O)CC(NS(=O)(=O)c1ccc2[nH]cc(C(=O)O)c(=O)c2c1)c1ccc(OCC)c(OC)c1 (centres undefined)	-9	-9	21	1.1	8	1	-2	-5	-4
CC12CC3CC(C)(C1)CC(C(=O)NCc1cccnc1)(C3)C2	-6	5	10	1.1	16	0.98	-8	-6	2
CN(C)S(=O)(=O)c1ccc(N2CCCC2)c(C(=O)NCc2cccc(C(F)(F)F)c2)c1	3	3	-4	0.97	20	1.2	21	-3	-18
O=C(Nc1ccc(NC(=O)c2cccs2)cc1)c1cccs1	9	6	-45	0.91	2	1.1	10	-7	-10
CC(=O)C1=C(N2CCCCC2)CCC1=O	-7	-2	4	1.1	11	1.1	4	-4	-11
O=C(COC(=O)C1CC(O)CN1S(=O)(=O)c1ccccc1[N+](=O)[O-])c1ccc[nH]1 (centres undefined)	18	1	-7	0.82	12	0.93	-19	-3	7
CCOC(=O)c1cc(C)sc1NC(=O)CSc1nnnn1C	2	-2	12	0.98	7	0.99	-1	11	1
COc1ccc(C(=O)Nc2nnc(SCC(=O)Nc3ccc(NC(C)=O)cc3)s2)c(OC)c1	-12	0	0	1.1	11	0.99	-2	-17	1
CN(c1ccc(C(=O)Nc2cccc(O)c2)cc1)S(=O)(=O)c1ccccc1	8	-9	8	0.92	-4	0.93	18	7	7
COCCCNC(=O)CSC1=Nc2ccccc2C2=NC(CC(=O)NCc3ccccc3)C(=O)N12 (centres undefined)	-18	-2	4	1.2	-3	0.99	-1	-1	1
Cc1ccc(NC(=O)c2ccncc2)cc1[N+](=O)[O-]	-105	-7	0	2.1*	13	1.1	0	2	-7
COc1ccccc1CCNC(=O)C(=O)NCC1OCCCN1S(=O)(=O)c1cc(C)ccc1C (centres undefined)	-9	-1	11	1.1	7	1.1	6	-2	-6
Cc1ccc(C)c(C(=O)CSc2n[nH]c(C(C)C)n2)c1	-2	10	17	1	5	0.92	2	19	8
O=C(c1cccc(NC2=NC3CS(=O)(=O)CC3S2)c1)N1CCN(c2ncccn2)CC1 (centres undefined)	5	-1	-28	0.95	4	1.2	-2	-5	-17

Part of the list above in order of number of heavy atoms, falling:
SMILES	hIAP block	ATG4B inh	tim10-1 inh	hIAP act	NLRP3 yeast inh	mIAP activ	Apaf-1 inh	TIM10 inh	mIAP inh
CCOC(=O)CC(NS(=O)(=O)c1ccc2[nH]cc(C(=O)O)c(=O)c2c1)c1ccc(OCC)c(OC)c1 (centres undefined)	-9	-9	21	1.1	8	1	-2	-5	-4
COCCCNC(=O)CSC1=Nc2ccccc2C2=NC(CC(=O)NCc3ccccc3)C(=O)N12 (centres undefined)	-18	-2	4	1.2	-3	0.99	-1	-1	1
COc1ccccc1CCNC(=O)C(=O)NCC1OCCCN1S(=O)(=O)c1cc(C)ccc1C (centres undefined)	-9	-1	11	1.1	7	1.1	6	-2	-6
COc1ccc(C(=O)Nc2nnc(SCC(=O)Nc3ccc(NC(C)=O)cc3)s2)c(OC)c1	-12	0	0	1.1	11	0.99	-2	-17	1
CN(C)S(=O)(=O)c1ccc(N2CCCC2)c(C(=O)NCc2cccc(C(F)(F)F)c2)c1	3	3	-4	0.97	20	1.2	21	-3	-18
O=C(COC(=O)C1CC(O)CN1S(=O)(=O)c1ccccc1[N+](=O)[O-])c1ccc[nH]1 (centres undefined)	18	1	-7	0.82	12	0.93	-19	-3	7
CN(c1ccc(C(=O)Nc2cccc(O)c2)cc1)S(=O)(=O)c1ccccc1	8	-9	8	0.92	-4	0.93	18	7	7
CCCC(=O)Nc1ccc(OCC(O)CNC(C)C)c(C(C)=O)c1 (centres undefined)	-21	2	15	1.2	19	1.1	5	-5	-7
COc1ccc(C(=O)Nc2ccc(OC)c([N+](=O)[O-])c2)cc1Br	0	-21	12	1	4	0.86	-13	11	14
O=C(Nc1ccc(NC(=O)c2cccs2)cc1)c1cccs1	9	6	-45	0.91	2	1.1	10	-7	-10
Cc1ccc(C)c(C(=O)CSc2n[nH]c(C(C)C)n2)c1	-2	10	17	1	5	0.92	2	19	8
Cc1ccc(NC(=O)c2ccncc2)cc1[N+](=O)[O-]	-105	-7	0	2.1*	13	1.1	0	2	-7
CC1(C)Cc2ccccc2C(/C(=N/O)C(N)=O)=N1	-13	13	-3	1.1	9	1	-28	4	-1
CC(=O)C1=C(N2CCCCC2)CCC1=O	-7	-2	4	1.1	11	1.1	4	-4	-11

Next part:
SMILES	hIAP block	ATG4B inh	tim10-1 inh	hIAP act	NLRP3 yeast inh	mIAP activ	Apaf-1 inh	TIM10 inh	mIAP inh
c1ccc(CN2CCCC3(CCCN(Cc4nc(COc5ccccc5)no4)C3)C2)cc1 (centres undefined)	17	0	21	0.83	16	0.97	13	19	3
Cc1ccccc1C(=O)NCCNc1ccc([N+](=O)[O-])cc1	10	-8	2	0.9	20	0.98	3	-19	2
O=C(NCc1ccco1)c1ccc(N2CCCCC2)c([N+](=O)[O-])c1	4	-2	34	0.96	24	0.94	8	-19	6
O=C(NCc1cccnc1)C(=O)Nc1nc2ccccc2s1	4	-5	-17	0.95	8	0.99	-11	3	1
COc1cc(-c2nnc3sc(-c4ccncc4)nn23)cc(OC)c1OC	12	2	14	0.89	-19	1	-8	1	0
CC(Nc1ccc(Cl)c(Cl)c1)C(=O)NN (centres undefined)	-1	-5	9	1	9	1	-14	14	-5
CC(NC(=O)CCC(=O)c1cccs1)c1ccccc1 (centres undefined)	-10	4	5	1.1	8	1	7	-1	-5
COc1cc2nc(C3CCC3)n(NC(=O)C(OC(C)=O)c3ccccc3)c(=O)c2cc1OC (centres undefined)	-18	2	14	1.2	3	1	3	4	-4
COc1ccc(N(CC(=O)N2CCCCCC2)S(=O)(=O)c2c(C)[nH]c(=O)[nH]c2=O)cc1	0	-8	-19	1	16	1.1	4	9	-5
CCCCc1c(C)c(C#N)c2nc3ccccc3n2c1NCCN(C)C	-14	12	57*	1.1	26	1.1	13	52*	-11
O=C(NN=Cc1ccccc1OC(F)F)c1cccc(S(=O)(=O)N2CCCC2)c1	2	-10	16	0.97	2	0.93	11	11	7
Cc1nc2cc(NC(=O)CS(=O)(=O)c3ccccc3)ccc2s1	-4	6	14	1	15	1.1	3	-4	-8
CC(C)(C)NC(=O)COc1ccc(CNc2ccc3[nH]c(=O)[nH]c3c2)cc1	-3	2	12	1	-12	0.87	9	1	13
O=C1c2cccc3c([N+](=O)[O-])ccc(c23)C(=O)N1c1nccs1	10	0	84*	0.9	-1	0.94	12	69*	6
COc1ccccc1NC(=S)N(C(C)C)C(C)c1ccccn1 (centres undefined)	-4	3	28	1	8	0.94	8	-13	6
COc1cc(NC(=O)C2CCCN(c3ncccn3)C2)cc(OC)c1 (centres undefined)	-5	-12	19	1	-7	1.1	1	4	-7
C#CCSC1=C(C#N)C(c2cccs2)C(C(=O)OCC)=C(C)N1 (centres undefined)	17	0	22	0.83	13	0.86	4	25	14
COc1cccc(/C=N/n2c(=S)n(C)c3cc(C)c(C)cc32)c1OC	17	-13	10	0.83	1	0.9	15	3	10
CSC[C@H](NC(=O)COc1cc2c(c3oc(=O)c(C)c(C)c13)CCC(C)(C)O2)C(=O)O	4	8	20	0.96	13	0.98	5	5	2
COc1ccc(N2CCN(C(=O)c3ccc4c(Cl)c5c(nc4c3)CCCC5)CC2)cc1	12	-16	0	0.88	23	0.9	29	7	10

Retrieved by structure from the list above:
SMILES	hIAP block	ATG4B inh	tim10-1 inh	hIAP act	NLRP3 yeast inh	mIAP activ	Apaf-1 inh	TIM10 inh	mIAP inh
COc1cccc(/C=N/n2c(=S)n(C)c3cc(C)c(C)cc32)c1OC	17	-13	10	0.83	1	0.9	15	3	10
OC(CNCc1ccc(Cl)c(Cl)c1)c1ccccc1 (centres undefined)	-11	40	6	1.1	6	0.95	-10	4	5

(cont.)
SMILES	hIAP block	ATG4B inh	tim10-1 inh	hIAP act	NLRP3 yeast inh	mIAP activ	Apaf-1 inh	TIM10 inh	mIAP inh
O=C(O)c1cc(S(=O)(=O)N(Cc2ccccc2)c2ccccc2)ccc1Cl	2	-2	-3	0.98	-12	1	8	-4	-3
CCCOc1ccc(/C=C/C(=O)Nc2ccc([N+](=O)[O-])cc2C)cc1OC	6	-4	12	0.94	15	0.89	6	4	11
CCc1ccc(C(=O)c2cncc(Br)c2)cc1	9	-5	16	0.91	17	0.95	5	-1	5
Cc1cc(Nc2ccc(C(=O)O)cc2)nc(N)n1	-20	-1	17	1.2	14	0.97	5	-3	3
O=c1c2c([nH]n1-c1ccccc1)CCSC2	-2	-3	32	1	11	0.91	20	8	9
OC(c1cccc(OCc2ccccc2)c1)c1nnc(-c2ccccc2)o1 (centres undefined)	-13	4	44*	1.1	-5	0.98	26	16	2
C#CCOCCOCCOCCNc1nc(N2CCN(C(=O)[C@H](CCC(=O)O)n3cc(C(N)CC(C)C)nn3)CC2)nc(N2CCN(C(=O)[C@H](Cc3cc4ccccc4[nH]3)n3cc(C(N)CC(C)C)nn3)CC2)n1 (some centres undefined)	-14	-19	21	1.1	-11	1.1	-3	19	-5
CC(C)(C)c1cn(-c2ccccc2)c(=S)[nH]1	-15	5	24	1.1	20	0.94	13	-12	6
O=C(COC(=O)c1ccc(Cl)nc1)Nc1nnc(-c2ccccc2)o1	-5	3	7	1.1	-3	0.97	9	-5	3
